CHO parental Ca – counter-screen: ATP calcium response change in parental CHO cells | hit rate 0.63% among 330,000 | parental CHO-K1, ATP-induced calcium, Fluo-8 fluorescence | inhibition, % at 5.6 µM;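 active means inhibition above that plate's mean sample inhibition plus 3 SD, cut at about 26% in these data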;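 further: 0% = ATP-challenged DMSO wells and 100% = DMSO wells without ATP; some compounds past the cut are filed as inactive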
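Material – parental CHO cells · Reagent – ATP stimulus · Compound – single nominal dose of 5.6 µM per compound · Detection – Fluo-8 fluorescence · Read-out basis – percent inhibition of calcium signal · Controls – ATP-challenged DMSO wells low, unchallenged DMSO wells high · Repeats – no replicates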
CHO-K1 Ca antag – nonselective inhibitor or artifact in parental CHO-K1 cells; ATP-induced calcium, Fluo-8 fluorescence; inhibition, % at 3 µM; hit rate 0.6% among 360,000;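 active means inhibition above a per-plate cutoff, the plate's mean sample inhibition plus 3 SD, cut at about 24% in these data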;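 further: 0% = DMSO plus EC80 ATP and 100% = DMSO alone without ATP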
CHRM4 antagonist – CHRM4 antagonism in calcium assay. P08173. CHO-hM4 cells, ACh EC80, Fluo-8 calcium fluorescence. inhibition, % at 3 µM. hit rate 0.73% among 360,000. AID 624125;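 active means inhibition above its plate's cutoff, the mean inhibition of sample wells plus 3 SD, cut at about 27% in these data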;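 further: 0% = acetylcholine EC80 with DMSO and 100% = DMSO without agonist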
M1 antag – blocks human M1 muscarinic receptor; hit rate 1.3% among 360,000; CHO-K1 hM1, Fluo-8 calcium fluorescence, ACh EC80 antagonist; AID 588852; inhibition, % at 3 µM; P11229;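 active means percent inhibition above its own plate's cutoff, namely the mean of that plate's compound wells plus 3 SD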;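 further: peak over basal fluorescence ratio during 140 s after agonist addition; 0% = ACh EC80 plus DMSO and 100% = DMSO alone without agonist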
Target sequence (P11229 whole entry, looked up): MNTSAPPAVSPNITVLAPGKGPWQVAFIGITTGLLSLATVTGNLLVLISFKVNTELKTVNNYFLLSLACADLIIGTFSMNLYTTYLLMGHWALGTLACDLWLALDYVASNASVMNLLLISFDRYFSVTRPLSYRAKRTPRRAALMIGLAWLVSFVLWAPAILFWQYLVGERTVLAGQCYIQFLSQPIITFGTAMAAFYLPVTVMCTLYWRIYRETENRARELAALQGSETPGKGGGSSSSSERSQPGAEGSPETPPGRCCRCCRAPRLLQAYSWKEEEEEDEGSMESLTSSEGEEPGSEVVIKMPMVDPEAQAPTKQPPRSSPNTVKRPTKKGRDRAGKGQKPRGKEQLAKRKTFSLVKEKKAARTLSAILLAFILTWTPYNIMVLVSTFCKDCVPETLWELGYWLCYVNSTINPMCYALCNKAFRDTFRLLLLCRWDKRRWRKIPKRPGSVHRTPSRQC
OXTR potentiator – potentiates the human oxytocin receptor response; P30559; CHO-OTR cells, Fluo-8 calcium fluorescence, potentiator mode; 0% = oxytocin EC15, 100% = EC100; activation, % at 3 µM; hit rate 0.061% among 320,000; AID 2445;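 active means activation above that plate's cutoff, the mean activation of tested compounds plus 3 SD, cut at about 6.6% in these data, passing the limit was not always enough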;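 further: 100% uses oxytocin at 75 nM as the full agonist control; some results filed as inactive read as strong as hits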
Target sequence (P30559 whole entry, looked up): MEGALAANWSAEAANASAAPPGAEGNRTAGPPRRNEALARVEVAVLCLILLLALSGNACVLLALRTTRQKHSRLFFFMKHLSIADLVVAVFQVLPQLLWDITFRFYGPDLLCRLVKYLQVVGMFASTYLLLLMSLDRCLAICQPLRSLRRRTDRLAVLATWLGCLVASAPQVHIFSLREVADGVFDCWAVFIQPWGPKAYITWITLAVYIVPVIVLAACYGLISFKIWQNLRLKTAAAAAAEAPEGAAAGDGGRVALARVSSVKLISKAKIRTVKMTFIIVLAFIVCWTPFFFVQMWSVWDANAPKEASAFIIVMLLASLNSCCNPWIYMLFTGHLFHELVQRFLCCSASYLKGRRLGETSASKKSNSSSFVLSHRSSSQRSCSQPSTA
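System: human OTR in CHO cells; Also added: sub-maximal oxytocin, roughly EC15; Timing: compound 6 min at room temperature before oxytocin, 100 s read; Technique: Fluo-8 intracellular calcium fluorescence, ex 470-495, em 515-575 nm; Controls: oxytocin EC15 low and EC100 high; Replication: singlicate.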
M1 ag – human M1 muscarinic receptor agonism. activation, % at 3 µM. P11229. hit rate 0.33% among 360,000. AID 588814. CHO-K1 hM1, Fluo-8 calcium fluorescence, agonist mode; 0% DMSO, 100% acetylcholine EC100;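 active means activation above the run's mean compound activation plus 3 SD, cut at about 16% in these data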;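 further: peak over basal fluorescence ratio within a 140 s kinetic read after compound addition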
CHRM1 PAM – potentiates human M1 receptor response to acetylcholine | P11229 | CHO-K1 hM1, Fluo-8 calcium fluorescence, ACh EC20; 0% = ACh EC20, 100% = maximal ACh | activation, % at 3 µM | hit rate 0.088% among 360,000 | AID 588819; in the data active means activation above about 19%, passing the limit was not always enough
M4 ag – agonists of human muscarinic M4 receptor (CHRM4); CHO-K1 hM4/Gqi5, Fluo-8 calcium fluorescence; vehicle 0%, full acetylcholine response 100%; activation, % at 3 µM; hit rate 0.14% among 360,000;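 active means activation above the run mean over all test wells plus 3 SD, cut at about 32% in these data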;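 further: peak over basal fluorescence ratio per well then scaled between controls; 0% = DMSO wells and 100% = acetylcholine at EC100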
M1 ag parental – nonselective activator or artifact in parental CHO-K1 cells; Fluo-8 calcium fluorescence; scaled to maximal ATP response, vehicle zero; activation, % at 3 µM; hit rate 0.48% among 360,000; in the data active means activation above about 15%;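 further: untransfected CHO-K1 host cells lacking M1 receptor as counterscreen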
An asterisk follows results filed as active; . = not tested or not shown.

SMILES	CHO parental Ca	CHO-K1 Ca antag	CHRM4 antagonist	M1 antag	OXTR potentiator	M1 ag	CHRM1 PAM	M4 ag	M1 ag parental
CCOc1cccc(C2C(C#N)=C(N)Oc3cc(C)oc(=O)c32)c1OCC (stereo not given)	-7	-3	4	-15	-7	-2	12	-1	1.1
CC(=O)Nc1ccccc1NC(=O)CN(C)S(=O)(=O)c1ccc(C)cc1	-6	1	6	-10	-8	-3	10	0	0.0
CC(C)/C=N\NC(=O)CCCCC(=O)N/N=C/C(C)C	-21	6	6	10	-4	-5	-4	0	-0.1
COc1ccc(NS(=O)(=O)c2ccc(C)c(NC(=O)NC3CCCCC3)c2)cc1	-22	-10	-8	-10	-10	-2	12	3	0.8
CN(C)c1nc(N)nc(CSc2nc3c(c(=O)n(C)c(=O)n3C)n2Cc2ccccc2F)n1	-6	-11	-5	-6	-6	-1	8	0	-0.4
COc1cccc2sc(NC(=O)c3ccc(Br)s3)nc12	-12	-6	-1	-11	2	-3	4	-1	-0.1
CCOC(=O)C1(CCOc2ccccc2)CCN(Cc2ccncc2)CC1	-30	18	-4	8	-19	-13	-8	5	1.9
COc1ccc(CNC(=O)COC(=O)/C=C/c2cccc(Br)c2)cc1OC	-11	5	8	-5	-9	-1	0	16	9.7
COc1cc(CNC(C)c2ccccc2)cc(Br)c1OCc1ccccc1 (stereo not given)	-3	-7	-1	-1	-8	0	6	7	3.8
O=C(NC12CC3CC(CC(C3)C1)C2)C1CC(=O)N(c2ccccc2)C1 (stereo not given)	-15	-6	-7	-25	0	1	2	2	0.9
Cc1ccc2c(c1)N(CC(=O)NCc1cccs1)C(=O)CO2	-5	2	10	-2	8	-3	5	0	2.9
COc1cccc(OCCCn2cc(/C=C3/C(=N)N4C=C(C)SC4=NC3=O)c3ccccc32)c1	-14	-14	-12	-11	-8	-5	7	4	2.4
CCC1CN(C(=O)N2CCC(C(=O)NCCc3ccc(OC)cc3OC)CC2)c2ccccc2O1 (stereo not given)	-25	3	-1	15	-10	2	-4	10	8.8
COc1ccccc1COCC(O)CNCC1(N2CCCCC2)CCCCC1 (stereo not given)	-10	-2	-3	-11	6	-7	3	0	0.1
c1cnc2cc(-c3ccsc3)ncc2c1	-10	-8	2	-6	-2	-2	12	0	0.1
COc1ccc(S(=O)(=O)N2CCC(C(=O)Nc3ccccc3C)CC2)c2cccnc12	-13	-2	3	-5	3	-4	7	2	1.0
CCn1c(C)c(/C=N/Nc2nc3ccccc3s2)c2ccccc21	-16	-14	13	-11	-6	-5	10	2	0.7
Cc1ccc(C(=O)NCC2CCCN2S(=O)(=O)c2cccs2)cc1C (stereo not given)	-7	-4	5	-12	-9	-6	10	0	1.5
Fc1cccc(F)c1CSc1nc2ccccc2[nH]1	5	9	7	3	-11	-6	1	0	0.4
CCNc1sc(C(=O)c2cccs2)c(N)c1C#N	-6	-16	-7	-24	0	-1	11	1	0.5
CN1CCC(=O)N(CCSc2ccc(Br)cc2)CC1	-16	-11	-9	-9	1	-10	13	1	1.1
Cc1ccc(-c2cc3nc(NCCc4ccncc4)n(C)c(=O)c3s2)cc1	.	-17	-3	-13	.	-6	4	4	0.0
COc1ccc2[nH]cc(CCNS(=O)(=O)c3ccc(NC(C)=O)cc3)c2c1	-9	-17	6	-7	-6	-6	9	1	1.0
N/C(=N\OC(=O)Cc1ccc([N+](=O)[O-])cc1)c1cccc(Br)c1	13	7	-9	9	-19	-5	1	1	0.4
Cc1ccccc1C(=O)N/C(=C/c1ccc(-c2cccnc2Cl)o1)C(=O)NCCCN1CCN(C)CC1	-8	-9	-3	0	-7	-3	3	0	0.2
O=C(NNS(=O)(=O)c1ccccc1)c1ccncc1	-6	-6	-12	-17	3	-2	7	1	0.0
COc1ccc(/C=C2\SC(=O)N(CC(=O)NNC(=O)c3ccccc3O)C2=O)cc1OC	-19	-17	-7	-3	-5	-7	1	1	0.0
CSCCC(NC(=O)COc1ccccc1)C(=O)OCC(=O)c1cc2ccccc2o1 (stereo not given)	-5	4	0	2	-11	-1	0	12	2.4
CC1(C)CC(=O)C=C(Nc2ccc(F)cc2F)C1	-13	-14	5	-12	-2	-3	9	0	-0.1
Cc1[nH]c2ccccc2c1SCCNC(=O)c1ccc(Br)o1	-25	-1	-2	4	-7	-8	-4	10	2.5
CCOc1cccc2sc(N(CCN(C)C)C(=O)c3ccc4c(c3)OCCO4)nc12	-17	0	4	3	-2	-4	-1	3	0.7
Cn1c(-c2ccccc2Br)n[nH]c1=S	-7	0	2	-9	-7	-3	7	1	0.4
O=C(NC1CCCCC1)C(c1ccc(F)cc1)N(Cc1ccccc1)C(=O)CN1C(=O)c2ccccc2S1(=O)=O (stereo not given)	-8	-12	-19	-18	-7	-7	8	1	0.7
CSCCC1C(C#N)=C(N)Oc2n[nH]c(-c3cccs3)c21 (stereo not given)	-15	-7	-10	-28	-11	-2	4	1	0.3
O=C1c2cccc(-c3ccc(C(F)(F)F)cc3)c2C2CCCCN12 (stereo not given)	.	1	-8	3	.	-4	0	-3	0.3
COc1cc2c(cc1OC)CN(C(=O)CSc1nnc(C)s1)CC2	3	-6	-3	-19	0	-2	1	0	-0.1

One compound at a time, from the list above:
O=C(NC1CCCCC1)C(c1ccc(F)cc1)N(Cc1ccccc1)C(=O)CN1C(=O)c2ccccc2S1(=O)=O (stereo not given) is entered as CHO parental Ca = -8; CHO-K1 Ca antag = -12; CHRM4 antagonist = -19; M1 antag = -18; OXTR potentiator = -7; M1 ag = -7; CHRM1 PAM = 8; M4 ag = 1; M1 ag parental = 0.7
Cc1ccccc1C(=O)N/C(=C/c1ccc(-c2cccnc2Cl)o1)C(=O)NCCCN1CCN(C)CC1 is entered as CHO parental Ca = -8; CHO-K1 Ca antag = -9; CHRM4 antagonist = -3; M1 antag = 0; OXTR potentiator = -7; M1 ag = -3; CHRM1 PAM = 3; M4 ag = 0; M1 ag parental = 0.2

Going on with the list:
SMILES	CHO parental Ca	CHO-K1 Ca antag	CHRM4 antagonist	M1 antag	OXTR potentiator	M1 ag	CHRM1 PAM	M4 ag	M1 ag parental
Cc1nn(CCO)c2c1C(=O)CCC2	-4	-7	-9	-9	-3	-2	10	1	11
COC(=O)Cc1c(C)c2ccc(OCC(C)=O)c(C)c2oc1=O	-4	-7	-2	0	-7	-4	-2	2	0.8
O=C(N=C1SC2CS(=O)(=O)CC2N1Cc1ccc(F)cc1)C1CCCO1 (stereo not given)	-11	-5	-1	-11	-6	-1	9	0	0.1
COc1ccc(NC2CCCN(C(=O)CCOc3ccccc3)C2)cc1 (stereo not given)	-8	-11	2	-11	-9	-3	14	3	3.1
CS(=O)(=O)N(CC(=O)NCCC1=CCCCC1)c1cccc([N+](=O)[O-])c1	-16	-12	6	-5	-11	-10	11	2	1.5
Cc1cccc(NS(=O)(=O)c2cc(C(=O)N3CCc4ccccc4C3)ccc2Cl)c1C	-2	6	10	17	-1	2	-9	16	4.4
COc1ccc(C(=O)N(NC(=O)Oc2ccccc2)C(C)(C)C)cc1	-14	4	-8	-12	-4	-3	9	1	0.1
CCOC(=O)C1CCCN(C(=O)c2cc(-c3cccs3)oc2C)CC1 (stereo not given)	.	14	-9	-4	.	-1	9	1	0.3
COc1ccc(-c2nc(CS(=O)CC(=O)NC3CCC(C)CC3)c(C)o2)cc1OC (stereo not given)	-21	-18	4	-17	-5	-3	12	0	-0.3
O=C(NCC(=O)N(Cc1ccco1)C(C(=O)NC1CCCC1)c1cccnc1)c1ccco1 (stereo not given)	-3	-4	-2	-7	-10	-3	3	0	-0.1
CC(C)Oc1ccc(C(=O)Nc2ccc(Cl)c(S(=O)(=O)Nc3ccc(Cl)cc3)c2)cc1	-18	0	-3	0	-9	-5	0	0	1.0
Cc1ccc2cc(NC(=O)c3ccccc3C)ccc2n1	-9	-1	1	2	-14	-3	2	2	0.4
COc1cccc(OCc2cc(C(=O)N3CCNC(=O)C3Cc3ccccc3)no2)c1 (stereo not given)	-15	-11	5	2	-10	-1	2	9	6.4
O=C(c1ccc2ccccc2c1)N1CCN(c2ccccc2)CC1	-1	2	-9	-7	-4	-5	4	1	1.0
COCc1ccc(C(=O)N2CCCC(Nc3ccc(F)c(F)c3)C2)s1 (stereo not given)	-8	-10	-1	-3	-6	-3	5	2	1.9
O=C(N/N=C/c1ccncc1)c1ccccc1OCc1ccc(Br)cc1	-28	-12	-2	3	-10	-7	-10	6	4.9
COc1ccccc1NC(=O)NC1(C(=O)NCC2CCCO2)CCCCC1 (stereo not given)	-2	-12	0	0	-5	-3	3	0	0.7
C[C@H]1COC(=O)[C@H](CC(=O)OC(C)(C)C)C/C=C\C[C@@H](CC(=O)NCCO)C(=O)N1	-1	3	0	-14	3	4	22	0	0.3
COC(=O)c1cc(OC)c(OC)cc1NC(=O)c1cc(-c2ccccc2)nc2ccccc12	-17	-1	0	7	-2	-3	-3	3	11
CCOC(=O)c1ccc(NC(=O)[C@@H](NC(N)=O)C(C)C)cc1	-1	1	-3	-4	-1	-2	3	1	0.2
CCCN(C)C1CN(Cc2cn(Cc3ccc(C(F)(F)F)cc3)nn2)S(=O)(=O)C1 (stereo not given)	.	-5	-1	.	.	.	.	2	1.2
Cc1cc(N2CCOCC2)nc(NCc2ccccc2)n1	-1	4	3	21	-12	-3	-23	17	16*
Cc1cccc(NC(=O)c2ccc(C3SCC(=O)N3CCc3ccccc3)cc2)c1 (stereo not given)	-9	5	4	9	-15	-3	-7	2	6.0
O=S(=O)(c1ccc(N2CCN(Cc3ccccc3)CC2)nc1)N1CCCC1	-10	-22	3	1	-1	-6	-4	3	1.1
O=C(CCn1c(=O)[nH]c2ccccc2c1=O)NCCSCc1ccccc1	-8	-16	-1	5	3	-3	-5	3	1.5
Cc1cccc(-c2nnc(SCC(=O)c3ccc(O)cc3O)n2C)c1	-16	-9	-10	-13	-7	-2	14	2	0.3
O=C(O)CCSc1ccc([N+](=O)[O-])cc1[N+](=O)[O-]	-8	17	-4	-5	-1	0	12	1	0.2
O=C(NCc1ccc(F)cc1)c1cc(C2CCCN(C(=O)c3ccc4ccccc4c3)C2)on1 (stereo not given)	.	-2	4	8	.	-3	-8	4	2.2
COc1ccc(Cn2cc(CN3CC(N4CCN(C)CC4)CS3(=O)=O)nn2)cc1 (stereo not given)	.	4	-2	.	.	.	.	1	0.1
O=C(N/C(=C/c1ccco1)C(=O)N1CCCCCC1)c1ccccc1	-14	-12	0	-11	0	-2	12	2	0.9
Cc1ccc(C(=S)N2CCN(Cc3ccccc3)CC2)s1	-9	-25	1	-7	-12	-13	9	1	3.8
O=C(CSc1nc(=O)[nH]c2c1CCCC2)Nc1ccc(F)cc1F	-16	7	-17	-4	-2	7	18	1	-0.4
CC(C)[C@H](NC(=O)c1ccc(C(C)(C)C)cc1)C(=O)Nc1nnc(C2CC2)s1	-43	-2	-13	-6	1	-9	-2	-1	0.0
CCOC(=O)c1sc2ncnc(NCC(c3cccs3)N(C)C)c2c1C (stereo not given)	-25	8	8	1	-2	-7	-10	1	1.2
CC(=O)Nc1nc(C)c(Oc2ccc(Cl)cc2)c(=O)[nH]1	-8	-11	-7	-17	-4	-3	10	1	0.6

Assay outcomes from PubChem BioAssay.
